C8 TRAIL sens: caspase-8 TRAIL sensitization | NB7+C8 cells + TRAIL, ATPlite viability luminescence | inhibition (viability loss, TRAIL sensitization), % at 10 µM | 360,000 compounds, 1% hits;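 active = compounds causing at least 50% loss of cell viability in the single-dose screen, relative to plate controls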
NR5A2 inv ag: inverse agonists of human LRH-1 (NR5A2); O00482; HEK293T StAR-luciferase reporter, LRH-1 transfected, 24 h; inhibition, % at 3.6 µM; 360,000 compounds, 0.13% hits; AID 602396;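 active = inhibition above the mean inhibition of all tested compounds plus 3 SD, cut at about 73% in these data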;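 also: 0% = DMSO wells and 100% = reporter-only cells lacking LRH-1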
Target sequence (O00482 whole entry, looked up): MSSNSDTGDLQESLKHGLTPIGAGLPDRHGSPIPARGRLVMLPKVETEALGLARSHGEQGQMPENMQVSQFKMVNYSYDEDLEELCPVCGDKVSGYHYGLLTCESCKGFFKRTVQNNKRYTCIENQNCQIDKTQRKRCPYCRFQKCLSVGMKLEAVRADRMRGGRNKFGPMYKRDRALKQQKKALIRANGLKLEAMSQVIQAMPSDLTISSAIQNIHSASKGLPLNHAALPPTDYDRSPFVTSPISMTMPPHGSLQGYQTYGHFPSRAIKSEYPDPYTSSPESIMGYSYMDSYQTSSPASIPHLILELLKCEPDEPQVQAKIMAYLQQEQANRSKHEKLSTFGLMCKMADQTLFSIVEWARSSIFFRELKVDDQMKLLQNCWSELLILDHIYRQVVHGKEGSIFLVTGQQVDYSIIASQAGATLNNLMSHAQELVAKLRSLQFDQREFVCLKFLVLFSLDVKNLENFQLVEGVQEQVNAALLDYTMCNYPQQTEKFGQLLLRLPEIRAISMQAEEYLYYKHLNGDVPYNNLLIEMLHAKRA
KKLEB cytotox: CF airway cell cytotoxicity counter-screen. KKLEB CF airway cells viability, ATPlite luminescence, overnight; hits give low values; cells stimulated with P. aeruginosa culture filtrate. activity change (cytotoxicity), % at 5 µM. 360,000 compounds, 0.36% hits. AID 602141;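 active = corrected activity change at or below -50% at 5 µM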
TWEAK-Fn14 inh: inhibitors of TWEAK-Fn14 interaction signaling; 360,000 compounds, 2% hits; inhibition, % at 10 µM; AID 1159606; TWEAK-stimulated Fn14 reporter cells, luciferase luminescence, 8 h; in the data active = inhibition above about 50%
Shn3 inh set2: Schnurri-3 reporter inhibition in Clone20 osteoblasts | Clone20 osteoblast Shn3 3'UTR firefly luciferase, 24 h | inhibition, % at 12.5 µM | 360,000 compounds, 0.52% hits | AID 588674;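 active = mean inhibition of at least 75% with every replicate also reaching 75%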;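 also: 0% = median of neutral control wells and 100% = pilot-screen positive control compound; some compounds past the cut are filed as inactive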
CF NFkB inh: cystic fibrosis NF-kB activation inhibition; KKLEB NF-kB-GFP reporter, PAF-induced, GFP fluorescence overnight; inhibition, % at 5 µM; 360,000 compounds, 0.86% hits; AID 588850;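 active = at least 50% inhibition at 5 µM, scaled per plate between neutral and stimulator controls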;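 also: PAF is a Pseudomonas aeruginosa culture filtrate used as stimulus; plate controls were PAF-stimulated DMSO wells for no effect and unstimulated DMSO wells for full effect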
TROY NFkB inh: blocks TROY-dependent signaling in reporter cells; Q293 LMP1-TROYcd NF-kB luciferase reporter, 4 h; inhibition, % at 10 µM; 360,000 compounds, 0.98% hits;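 active = compounds whose plate-normalised and pattern-corrected inhibition of the luciferase reporter signal at the single screening dose is 50% or more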
NCOA1 inh: human NCOA1 inhibition; 360,000 compounds, 0.12% hits; HEK293 GAL4-SRC1 luciferase reporter, luminescence; AID 588354; Q15788; inhibition, % at 3.6 µM;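 active = inhibition above the campaign mean plus 3 SD, with each screening campaign given its own cutoff, cut at about 60% in these data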;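 also: 0% = DMSO treated cells and 100% = gossypol at 36 µM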
LMP1 NFkB inh: reduces LMP1-driven NF-kappaB luciferase signal. LMP1-induced NF-kappaB luciferase reporter cells, luminescence. inhibition, % at 12.5 µM. 350,000 compounds, 0.69% hits. AID 504558; in the data active = inhibition above about 41%;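 also: 0% = neutral control wells and 100% = reference inhibitor control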
NR2F2 inh: blocks human COUP-TFII nuclear receptor | HEK293T NGFI-A luciferase reporter, luminescence | P24468 | 370,000 compounds, 0.7% hits | inhibition, % at 8.6 µM | AID 686940;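 active = inhibition above a per-plate cutoff, mean inhibition of test wells between control levels plus 3 SD, cut at about 38% in these data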;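 also: cells cotransfected with COUP-TFII expression vector driving the NGFI-A reporter; 0% = median of COUP-TF2 test wells and 100% = reporter-only cells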
Target sequence (P24468 whole entry, looked up): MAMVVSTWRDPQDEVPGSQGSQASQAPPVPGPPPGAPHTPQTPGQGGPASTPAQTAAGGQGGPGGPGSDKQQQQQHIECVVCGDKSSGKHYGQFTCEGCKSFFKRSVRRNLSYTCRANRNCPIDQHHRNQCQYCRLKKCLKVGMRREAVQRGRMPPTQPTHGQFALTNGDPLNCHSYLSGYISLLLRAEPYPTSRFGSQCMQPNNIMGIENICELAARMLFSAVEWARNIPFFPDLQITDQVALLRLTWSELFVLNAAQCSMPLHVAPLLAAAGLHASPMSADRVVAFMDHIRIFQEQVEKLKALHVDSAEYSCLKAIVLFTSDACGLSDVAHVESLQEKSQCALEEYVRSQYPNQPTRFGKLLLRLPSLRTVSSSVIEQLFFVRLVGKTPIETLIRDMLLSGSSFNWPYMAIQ
SRC3 inh: inhibits human SRC3 coactivator. 360,000 compounds, 0.17% hits. HEK293 GAL4-SRC3 luciferase reporter, luminescence. Q9Y6Q9. inhibition, % at 3.6 µM;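 active = inhibition above a per-campaign cutoff, the mean of all compounds plus 3 SD, cut at about 60% in these data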;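 also: 0% = DMSO-treated cells and 100% = gossypol-treated cells at 36 µM; higher means less SRC3-driven luciferase light from the GAL4 reporter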
* marks the source's active call; other numbers are inactive results; · = no result given.

SMILES	C8 TRAIL sens	NR5A2 inv ag	KKLEB cytotox	TWEAK-Fn14 inh	Shn3 inh set2	CF NFkB inh	TROY NFkB inh	NCOA1 inh	LMP1 NFkB inh	NR2F2 inh	SRC3 inh
COc1cc2c(cc1OC)C(=S)NC(C)(C)C2	-12.5	20.8	-7.3	-2.9	-12.6	9.6	0.9	5.4	4.5	1.1	11.9
CCOC(=O)CSC1=C(C#N)C(c2ccco2)C(C(=O)OCc2ccccc2)=C(C)N1 (stereo unspecified)	-9.1	-3.3	0.4	19.2	-39.4	12.8	11.0	5.5	-13.6	·	21.0
O=C(NCc1ccccc1Cl)C1CCN(S(=O)(=O)N2CCCCC2)CC1	5.6	-4.0	-1.7	-3.5	4.2	6.0	-15.6	6.2	-4.4	15.0	-18.1
COc1ccc(C(=O)Nc2ccc3ncccc3c2)cc1	82.5*	-102.0	-17.0	74.5*	6.9	-7.6	38.1	-93.7	1.6	-12.8	-95.2
COc1ccc(OC)c(C(c2c(O)nc(SC)[nH]c2=O)c2c(O)nc(SC)[nH]c2=O)c1	-5.4	-5.4	-9.1	-0.9	0.9	15.0	1.6	-21.4	5.8	-1.8	2.5
COc1cc2nc(C3CCC3)nc(N3CCN(c4ccccn4)CC3)c2cc1OC	-4.8	15.2	-24.5	-6.6	34.2	20.8	8.0	4.1	10.4	·	23.5
Cc1cccc(C)c1NC(=O)COC(=O)c1ccccc1O	9.0	-2.0	-2.8	42.0	6.5	3.3	9.6	17.6	5.8	-4.1	-2.1
CNC(=O)c1cc2cc(OC)ccc2n1CCN(C)C	-8.3	6.8	7.0	2.9	-11.0	6.3	-3.8	-2.1	12.3	-0.9	-5.2
CC(C)(C)C1CCc2c(sc(NC(=O)c3cccs3)c2C(=O)N2CCCCC2)C1 (stereo unspecified)	0.9	-11.2	-6.3	22.3	5.5	-1.5	16.7	-0.3	3.3	-0.5	-1.2
Cc1ccc(NC(=O)CN2C(=S)NC(C)(C)CC2C)cc1Cl (stereo unspecified)	-8.1	-5.0	4.2	12.1	8.5	12.4	4.2	-4.8	6.2	26.7	5.0
Cc1ccc(N2C(=O)/C(=C\c3ccc(C(C)C)cc3)N=C2SC2CCOC2=O)cc1 (stereo unspecified)	39.2	2.8	-34.4	-59.5	4.4	28.2	-2.1	11.9	-10.7	1.3	14.6
NC(=S)N/N=C/c1coc2cc(Cl)ccc2c1=O	-8.0	15.5	2.3	-4.1	-6.2	10.8	-18.4	-2.4	0.3	-17.1	3.9
O=C(NNC(=O)c1ccc2[nH]c(=O)c(=O)[nH]c2c1)c1cccc(Br)c1	11.5	-4.6	-3.9	-14.3	-3.6	-14.7	-37.6	-13.4	-4.3	-0.6	-7.5
C(=N\Nc1nc2ccccc2[nH]1)/c1ccc2c(c1)OCCO2	31.7	-157.4	-0.2	49.3	-25.9	-4.6	27.6	-85.5	-1.4	8.8	-57.8
O=C(CCN1C(=O)C2C3C=CC(C3)C2C1=O)N1CCN(c2ccccn2)CC1 (stereo unspecified)	-13.2	-1.0	13.0	16.3	-15.1	-4.1	-22.2	8.2	-1.7	-3.0	13.7
Cc1ccc(N2CC(C(=O)OCC(=O)Nc3ccccc3F)CC2=O)cc1 (stereo unspecified)	5.7	-7.8	-1.1	-24.1	3.1	7.0	-14.7	-8.4	-9.3	22.4	13.7
Cc1cc(C)c(NC(=O)CCn2nnc3ccccc32)c(C)c1	-9.2	-4.3	12.9	-18.5	-5.4	6.3	-9.0	-31.7	4.0	10.2	20.9
CCc1nc2ccc(C(=O)Nc3cccc(OCC(=O)N(C)C)c3)cn2c1N(CCN(C)C)CC1CC1	-8.1	7.2	-17.7	0.8	-16.8	13.6	7.5	-16.5	·	1.4	5.9
COc1ccc(S(=O)(=O)NNC(=O)c2cc3ccccc3o2)cc1	1.3	7.2	-14.8	-16.9	-2.8	13.2	-15.8	-7.3	-5.0	19.3	2.2
CCCCn1c(N)c(NCC)c(=O)[nH]c1=O	-8.4	1.7	5.6	4.0	55.3	-15.0	-16.0	-7.2	-0.5	1.1	8.9
COc1ccc(COC(=O)c2ccc(Cl)c(S(=O)(=O)N3CCOCC3)c2)cc1F	10.8	-0.6	-12.0	-11.2	-22.5	12.2	19.6	-10.3	3.5	13.7	-0.4
CCOc1ccc(-n2cc(C(=O)NCCOC)c3cc(OC)c(OC)cc3c2=O)cc1	-14.0	6.4	-3.5	3.9	-12.4	-12.8	-6.8	-11.1	0.8	-2.6	10.9
COC(=O)c1ccc(CSC2=NC[C@@H]3[C@@H]4C(=O)N(Cc5ccccc5)C(=O)[C@@H]4[C@](Cc4ccccc4)(C(=O)OC)N23)cc1	0.3	-5.3	8.1	10.0	14.9	15.1	-7.0	10.0	-4.1	-8.6	-10.2
CCCCC[C@@H]1C=C(C(=O)O)[C@H](c2ccc3c(c2)OCO3)N1S(=O)(=O)c1ccc(C)cc1	-6.8	12.4	6.6	-14.4	-7.8	9.2	5.8	-7.7	-2.6	4.0	6.7
N#CCCn1cc(C(=O)O)c(-c2cc3ccccc3o2)n1	-7.9	12.3	9.6	3.0	-2.2	-19.2	5.5	7.4	9.2	22.7	4.0
Cn1c(N)c(C(=O)COC(=O)/C=C/c2cccc(F)c2)c(=O)n(C)c1=O	-18.3	10.2	6.0	-1.5	-1.4	2.8	-20.5	6.9	2.4	-5.4	-1.9
O=C(NCCc1ccc(Cl)cc1)C1CCCN(c2ncnc3c2nc2n3CCCCC2)C1 (stereo unspecified)	6.2	-13.5	1.8	-4.8	2.2	-19.2	-12.3	-18.1	4.0	10.0	3.5
Cc1ccc(C(=O)Cn2c(C)cc(C)c(C#N)c2=O)cc1	4.0	-6.7	8.4	6.7	-5.3	-11.2	2.2	1.0	-2.3	-1.1	3.5
COC(=O)C1CCN(Cc2cc(=O)oc3cc(OC)ccc23)CC1	1.7	-4.6	-3.8	-6.4	-21.8	-12.7	·	-52.9	-6.2	-14.0	-3.8
CCn1cc(C(=O)N2CCN(c3cccc(Cl)c3)CC2)c2cc(OC)c(OC)cc2c1=O	0.3	-0.3	-8.2	-8.3	3.4	11.2	2.9	-8.7	5.6	8.4	6.7
O=C(CNS(=O)(=O)c1ccccc1F)Nc1ccc(N2CCOCC2)cc1	-14.8	13.2	0.2	1.6	-7.9	6.4	9.7	3.1	0.6	5.3	6.9
Cc1cc(C)c(S(=O)(=O)N2CCC(C(=O)NCc3ccncc3)CC2)c(C)c1	-2.0	-12.5	-14.1	-15.4	1.8	23.0	-5.5	-3.8	-6.1	6.4	5.4
CCC(C)[C@H](N)C(=O)NC[C@H]1CC[C@H](C(=O)N[C@@H](Cc2ccccc2)C(=O)O)CC1 (stereo partly specified)	0.6	-0.2	8.1	-2.4	-4.1	-5.2	-18.4	-6.5	2.4	4.6	2.2
Nc1nnnn1/N=C/c1cccc(O)c1	6.0	-2.8	-7.6	5.6	-14.4	-1.5	-35.3	-11.7	-7.6	-7.2	-7.6
COc1ccc(NC(=O)CSc2nccn2Cc2ccccc2)cc1	-6.6	-54.1	-7.3	-2.5	-45.4	-12.3	-49.1	-34.1	-11.6	-20.5	-11.5
COC(=O)C1C(c2ccccc2)C(C(=O)N2CCOCC2)C1c1ccccc1 (stereo unspecified)	2.0	6.5	-21.6	6.5	3.7	7.6	28.3	-40.5	-4.5	-5.9	16.3
CCOC(=O)c1cc(NC(=O)N2CCOCC2)c(C)nc1C	8.6	-12.2	5.3	1.0	5.4	-9.2	6.4	2.2	-3.8	-0.6	-9.6
CC(C)c1ccc(S(=O)(=O)N2CCN(C(=O)CN3C(=O)NC4(CCCCC4)C3=O)CC2)cc1	0.6	10.1	5.7	-23.2	3.3	-24.6	9.1	-7.9	-2.7	19.1	-18.3
COCCC(=O)N1CCCC(CCC(=O)NCc2ccc(F)c(F)c2)C1 (stereo unspecified)	0.6	8.8	3.5	-4.7	12.3	-15.6	-33.9	-21.9	-4.7	-13.5	-2.4
CC(C)(C)NC(=O)c1ccc(COCC(F)(F)F)o1	-21.1	12.6	0.8	-17.0	-25.0	-0.1	7.5	1.9	-4.5	4.0	-5.7
O=S1(=O)CC/C(=N/Nc2ccccn2)c2cc(F)ccc21	-11.0	-1.7	5.9	-5.7	6.9	-7.1	-8.4	-17.0	-3.8	0.1	10.4
O=C(NCC(=O)N1CCN(c2ccccc2O)CC1)c1cccs1	25.0	-32.3	-1.6	2.4	-15.9	10.7	8.4	-27.3	-3.3	5.4	-29.4
CCOc1ccc(CCNC(=O)CCN2C(=O)COc3ccccc32)cc1OCC	1.8	-11.0	-11.5	-19.7	1.2	-9.2	-9.4	-32.1	-10.3	-7.8	-0.2
C=CCN(Cc1nc(-c2cc(OC)ccc2OC)oc1C)C1CCS(=O)(=O)C1 (stereo unspecified)	-1.9	1.4	-0.1	-20.0	-10.0	-15.2	-26.6	-11.1	12.6	22.5	17.1
O=C(Nc1nncs1)Oc1ccccc1	7.2	12.3	3.6	6.3	5.6	2.6	-9.6	1.6	-4.3	-11.1	16.4

Overlap with the part before: 3 entries, then new ones.
SMILES	C8 TRAIL sens	NR5A2 inv ag	KKLEB cytotox	TWEAK-Fn14 inh	Shn3 inh set2	CF NFkB inh	TROY NFkB inh	NCOA1 inh	LMP1 NFkB inh	NR2F2 inh	SRC3 inh
CCOc1ccc(CCNC(=O)CCN2C(=O)COc3ccccc32)cc1OCC	1.8	-11.0	-11.5	-19.7	1.2	-9.2	-9.4	-32.1	-10.3	-7.8	-0.2
C=CCN(Cc1nc(-c2cc(OC)ccc2OC)oc1C)C1CCS(=O)(=O)C1 (stereo unspecified)	-1.9	1.4	-0.1	-20.0	-10.0	-15.2	-26.6	-11.1	12.6	22.5	17.1
O=C(Nc1nncs1)Oc1ccccc1	7.2	12.3	3.6	6.3	5.6	2.6	-9.6	1.6	-4.3	-11.1	16.4
Cc1ccc(Cn2nnc3c(=O)n(Cc4cc(C)ccc4C)cnc32)cc1	-1.5	25.1	5.6	5.4	8.6	0.6	16.8	-3.3	-2.7	2.5	18.5
CCOC(=O)c1c(N/N=C/c2ccncc2)n[nH]c1C	7.5	-38.6	2.7	30.0	-17.4	-8.0	-33.1	-18.0	11.5	2.6	-21.5
COCCNC(=S)c1ccc(OC)cc1	-8.1	5.1	2.6	8.4	-23.7	-4.3	2.4	-8.9	-1.4	2.7	-13.0
COc1cccc(CN(CC(=O)NCc2ccc(F)cc2)C(=O)c2ccco2)c1	5.1	15.1	1.9	16.2	14.4	-11.9	3.2	-2.6	-7.1	-5.9	-3.0
COCCCNS(=O)(=O)c1ccc2c(c1)CCN2C(C)=O	-0.5	-3.0	6.0	4.1	3.4	-3.6	13.6	-9.0	-5.0	16.1	-16.5
COc1ccc(NC(=O)N2CCCC2C(=O)Nc2ccc(C)c(Cl)c2)cc1 (stereo unspecified)	7.7	12.7	1.5	-12.6	8.3	-24.8	-31.1	-16.6	4.6	-1.3	3.2
CCCCOc1ccccc1C1NC(=O)NC(C)=C1C(=O)OCCOCC (stereo unspecified)	-8.5	2.2	1.1	1.9	19.2	20.8	1.7	-12.3	-0.9	17.9	3.0

Screening results: PubChem BioAssay, several laboratories

This is a subset, so the mix of outcomes need not match the whole.
